From PubChem BioAssay
ATXN viability – cell viability loss in ATXN counter-screen; S2 cells (HEK-293 line with an ATXN2-luciferase reporter) viability, CellTiter-Fluor protease fluorescence, 24 h; Potency, µM (top dose mostly 56.7 µM), usual class: cytotoxic; AID 651635; 400,000 compounds, 0.49% hits; further: potency means the concentration at half of the fitted maximal effect; nearly all actives have a fitted effect of over 40% in size
IL1B secr inh – inflammasome signaling inhibition, IL-1 beta readout. THP-1 LPS/ATP IL-1B secretion, AlphaLISA, 16 h; active compounds read low. activity change, % at 57.5 µM. 360,000 compounds, 4.7% hits; in the data active means activity change below about -50%; inconclusive means mostly about -30% to -49%; further: on the % scale 0 is the no-effect control and ±100 the full control effect
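Secreted IL-1B measured by AlphaLISA bead assay after 16 h compound exposure of THP-1 cells; compounds (final up to 57.5 uM) added 1 h before LPS (250 ng/mL) and ATP (1.25 mM) stimulation; lower signal means less secretion.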
Nrf2 activator – Nrf2 pathway activation; AREc32 ARE-luciferase reporter (MCF7-derived line), luminescence, 24 h; Potency, µM (highest dose often 46.1 µM), for the others: at the highest dose activation, hits mostly activators; 410,000 compounds, 0.31% hits; AID 624171; further: potency means the concentration at half of the fitted maximal effect; % of control where 0% means no effect; nearly all actives have a fitted effect of over 65% in size
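Quantitative high-throughput format: AREc32 reporter cells, 1000 per well, received compound by pin transfer and were incubated 24 hr at 37 deg C, 5% CO2, before Steady-Glo luminescence detection.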
TGFb SMAD3 inh – blocks TGF-b signaling | HepG2 CAGA-GFP TGF-b/SMAD3 reporter, GFP fluorescence, 18 h; TGF-beta stimulated, 500 pg/mL final | AID 588855 | 410,000 compounds, 1.2% hits | Potency, µM (top dose mostly 46.1 µM), inactives show top-dose activity, negative = inhibition, actives largely listed as inhibitors; further: potency means the concentration at half of the fitted maximal effect; on the % scale 0 is the no-effect control and ±100 the full control effect; nearly all actives have a fitted effect of over 65% in size
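HEPG2 CAGA-GFP cells (1000/well, DMEM with 1% FBS) were pre-incubated 2 h at 37 degrees C, given compound by pin tool, then stimulated with TGF-beta at 500 pg/mL final for 18 h before per-cell GFP fluorescence imaging.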
Nrf2 block – blocks Nrf2 signaling | A549 ARE-Fluc reporter, luciferase luminescence, 18-24 h | Potency, µM (titrated, usually from 46 µM), for the others: top-dose activity change, negative = inhibition, hits mostly inhibitors | 360,000 compounds, 2.1% hits | AID 504444; further: potency means the concentration at half of the fitted maximal effect; on the % scale 0 is the no-effect control and ±100 the full control effect; nearly all actives have a fitted effect of over 60% in size
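In this cell-based qHTS, ARE-driven firefly luciferase in A549 cells reports Nrf2 activity; the luminescent signal after BugLite lysis is the measured value, with a prior CellTiter-Fluor read for cell health.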
HepG2 tox – kills HepG2 cells in TGF-b inhibitor counter-screen; HepG2 CAGA-GFP viability, ATP luminescence, 18 h; Potency, µM (top dose mostly 46.1 µM), inactives show top-dose activity change, negative = cytotoxicity, usual class: cytotoxic; 410,000 compounds, 0.76% hits; AID 588856; further: potency means the concentration at half of the fitted maximal effect; some results filed as inactive show a strong effect at the top dose
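HepG2 CAGA-GFP cells (1000/well, DMEM with 1% FBS) received compound, then TGF-beta at 500 pg/mL final, and were incubated 18 hours at 37 degrees C. Viability was read by CellTiter-Glo luminescence. Media-only wells were set as complete cell-killing and DMSO as no toxicity.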
ATXN2 expr inh – inhibitors of ATXN2 expression | Potency, µM (titrated, usually from 57 µM), for the others: at the highest dose activity change, negative = inhibition, actives largely listed as inhibitors | AID 1745845 | 360,000 compounds, 0.72% hits | HEK-293 ATXN2-luciferase reporter, luminescence, 24 h; further: potency means the concentration at half of the fitted maximal effect; on the % scale 0 is the no-effect control and ±100 the full control effect; nearly all actives have a fitted effect of over 55% in size
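ATXN2-luciferase reporter cells (luciferase flanked by upstream and downstream ATXN2 gene portions) were treated 24 h at 37 °C with compounds at up to 57 uM. SteadyGlo luminescence gave expression; GF-AFC fluorescence gave viability.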
A549 tox – kills or reduces viability of A549 cells in Nrf2 counter-screen | A549 ARE-Fluc cells, CellTiter-Fluor viability, 18-24 h | Potency, µM (doses to about 46 µM), inactives show top-dose activity change, negative = cytotoxicity, most hits filed as inhibitors | 390,000 compounds, 0.16% hits | AID 504648; further: potency means the concentration at half of the fitted maximal effect; on the % scale 0 is the no-effect control and ±100 the full control effect
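Cytotoxicity counterscreen: CellTiter-Fluor fluorescence was measured in A549 ARE_Fluc cells after 18-24 h of compound exposure in a concentration series. The subsequent BugLite luminescent read reports ARE-luciferase activity.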
MCF10A rereplic – DNA re-replication induction in MCF 10a cells; MCF 10A DNA re-replication, Hoechst nuclear intensity, 48 h; Potency, µM (highest dose often 46.1 µM), for inactives: at the highest dose activity, positive = re-replication, usual class: activators; 350,000 compounds, 2.9% hits; AID 624296; further: potency means the concentration at half of the fitted maximal effect; % of control where 0% means no effect; nearly all actives have a fitted effect of over 50% in size
The depositor's hits bear a star; i = inactive; ? = inconclusive; nt = not tested or not shown; [ ] = remark or other dose. Unless noted, the call rests on the fitted dose curve; in most records, active means well fitted curve in the direction sought with a large enough effect; inconclusive means small, poorly fitted or top-dose-only effect, or another doubt; inactive means no such curve, though single readings can be large; an effect the other way counts as inactive or inconclusive.

SMILES | ATXN viability | IL1B secr inh | Nrf2 activator | TGFb SMAD3 inh | Nrf2 block | HepG2 tox | ATXN2 expr inh | A549 tox | MCF10A rereplic
COc1ccc(N2CCCC2)c(NC(=O)c2ccc(Br)o2)c1 | i | 31 | 5.2% | -13% | -14% | -12% | -29% | -12% | 5%
CCc1c(C)sc2c1CCN(Cc1cccc(F)c1)C2c1ccccc1 (stereo unspecified) | ? | nt | -0.3% | -25% | nt | -25% | ? | ? | nt
Cc1[nH]c2ccc(F)cc2c1CCNC(=O)c1cc2cc(Cl)ccc2oc1=O | i | nt | 0.2% | 8% | 10% | 0% | 5% | -4% | nt
CCCCCCCCCCCCOC(=O)C[N+](C)(C)C | i | nt | 0.3% | 3% | -12% | -38% | -7% | 6% | -21%
O=C(Nc1ccc(Cl)cc1)NC1CCCc2ccccc21 (stereo unspecified) | i | 24 | 3.7% | -22% | nt | -23% | 3% | -10% | ?
Clc1cccc(Cl)c1-c1noc(-c2ccno2)n1 | i | 9 | -0.5% | -1% | 7% | -23% | -35% | -1% | -7%
Cc1ccccc1NC(=O)CSc1nnc(Cc2ccccc2)c(=O)n1N | i | -6 | 2.4% | 10% | -18% | -15% | -1% | 6% | 1%
Cc1ccc(S(=O)(=O)N2CCCCC2)cc1NC(=O)Cn1c(=O)cnc2ccccc21 | i | 27 | 3.2% | 3% | ? | -13% | 23%[11.3 µM] | -4% | -6%
COc1cccc(C(=O)Nc2ccccc2-c2ccccc2)c1 | i | -21 | -0.5% | 12% | -12% | 2% | -8% | -4% | -3%
c1cnc(N2CCN(c3cnccn3)CC2)nc1 | i | -7 | 2.6% | 4% | -4% | -2% | -4% | 1% | -14%
Cc1ccc(OCC(=O)N(Cc2ccc(Cl)cc2)Cc2ccco2)cc1C | nt | nt | 7.9% | nt | ? | -36% | nt | 1% | nt
O=C1CCC2(CC1)NC(=O)N(c1ccccc1)N2 | i | 3 | 0.5% | 4% | -2% | -17% | -2% | 5% | 24%
CN(C)C(=O)c1ccc(SC(=S)NCc2ccccc2)cc1 | i | ? | 24% | ? | nt | -39% | -34% | nt | nt
CCN(CC(=O)Nc1c(F)cccc1F)C(=O)c1cc2c(cc1Cl)N1CCCCCC1=NS2(=O)=O | i | 3 | 0.2% | 8% | -1% | -5% | 0% | -6% | 3%
Cc1ccc(C)c(Cn2nnc3c(=O)[nH]c(C4CCCN(C(=O)C5CCCCC5)C4)nc32)c1 (stereo unspecified) | i | -26 | -0.3% | -10% | ? | -2% | 3% | ? | 26%
CCCN(CC(=O)Nc1ccccc1C)C(=O)c1ccc(=O)n(Cc2ccccc2)n1 | i | -87* | -0.6% | 23% | -2% | 6% | 3% | -13% | -9%
CC(=O)Nc1ccc(OC(=O)c2cccs2)cc1 | i | -4 | -0.2% | -2% | 14% | -16% | 1% | 9% | -4%
c1coc(CNc2c3c(nc4ccccc24)CCC3)c1 | i | -74* | 27% | ? | ? | 3% | -37% | -19% | 18µM*
C=CCOc1ccc(/C=C/C(=O)OCC(=O)NCC2CCCCC2)cc1 | i | -2 | 0.0% | -15% | 6% | -18% | -28% | 8% | 6%
CCC1(CC)Cc2ccccc2-c2nc(NCCO)[nH]c(=O)c21 | i | 9 | -0.3% | ? | ? | -31% | 1% | ? | ?
COC(=O)C1=C(C)NC(=O)CC1c1ccc(F)c(Br)c1 (stereo unspecified) | i | 12 | -0.5% | 12% | nt | -2% | 0% | 3% | -11%
N#Cc1c(N2CCCC(O)C2)nc(N)c2c(N)nc3c(c12)CC(=O)N3C12CC3CC(CC(C3)C1)C2 (stereo unspecified) | ? | 9 | 6.2% | -4% | ? | -2% | ? | ? | ?
COc1ccc(C2CC(=O)Nc3c2c(=O)[nH]c2nc4ccccc4n32)cc1OC (stereo unspecified) | nt | nt | 0.1% | -1% | 26% | -1% | nt | 3% | nt
C=CCNc1nc(C(=O)OCC(=O)c2ccc(C)c([N+](=O)[O-])c2)cs1 | i | 7 | 3.4% | -19% | 3% | 0% | -2% | -3% | -1%
CCOC(=O)C1CCCN(c2c(C(=O)c3ccc(C)cc3)cnc3ccc(OCC)cc23)C1 (stereo unspecified) | nt | nt | 0.3% | -1% | 23µM* | -25% | nt | ? | nt
N#CC(Cc1ccccc1)(Cc1ccccc1)C(=O)NN | i | 13 | -0.4% | -8% | -3% | -57% | -17% | -2% | -3%
O=C(Nc1ccccc1-c1ccccc1)NC1CC2CCCC(C1)N2CCc1ccccc1 (stereo unspecified) | i | -22 | 0.2% | -3% | 1% | -26% | nt | 1% | -1%
O=C(C1CCCN(Cc2cccc(Cl)c2)C1)N1CCCCC1 (stereo unspecified) | i | 6 | 0.6% | 2% | -9% | -8% | nt | 1% | 1%
COc1ccc(OC)c(CNc2c(C=O)c(=O)[nH]c3ccccc23)c1 | i | 8 | -0.5% | -12% | 3% | 1% | -2% | 10% | 2%
Cc1ccc(-c2csc(CC(N)=O)n2)cc1 | i | -14 | -0.7% | -6% | 4% | 2% | 3%[11.3 µM] | -1% | -3%
O=C(Nc1nc2ccccc2s1)c1ccc2sc([C@H]3C[C@H](O)[C@@H](CO)O3)nc2c1 | ? | 8 | -0.1% | -26% | nt | -41% | ? | nt | nt
NS(=O)(=O)OCCCc1ccccc1 | i | 20 | -0.8% | -3% | -1% | -19% | 3% | 11% | ?
CCOc1ccc(Cl)cc1S(=O)(=O)N1CCC(C(=O)NCc2ccccn2)CC1 | i | -1 | 0.3% | 0% | 1% | -29% | -22% | 0% | 2%
CCc1cccc(NS(=O)(=O)c2ccc3c(c2)N(CC(=O)OC)C(=O)CS3)c1 | nt | nt | 0.1% | -28% | ? | -2% | nt | 4% | nt
Cc1cccc(N2CCN(C(=O)c3cnn(-c4ccc(F)cc4F)c3C3CCN(C(=O)OC(C)(C)C)CC3)CC2)c1C | nt | nt | 0.0% | 0% | ? | 2% | nt | ? | nt
Cc1cc(F)ccc1S(=O)(=O)Nc1cc2c(C(=O)O)c(C)oc2c2ccccc12 | i | nt | 4.8% | -30% | 3% | -21% | -5% | -4% | nt
Cc1cc(NC(=O)CSc2nnc(COc3ccccc3)n2Cc2ccco2)no1 | i | 13 | 0.4% | -5% | -13% | 4% | 4% | 2% | ?
O=Cc1c(NCCc2cccc(F)c2)c2ccccc2[nH]c1=O | i | -7 | -0.7% | ? | -4% | 8% | 4% | -4% | 1%
Cc1nc(N2CCNCC2)c2c3c(sc2n1)CCCC3 | i | -7 | -0.1% | 8% | -11% | 6% | nt | ? | -3%
Cn1ncc([N+](=O)[O-])c1C(=O)NC1CCCCCC1 | i | 5 | -0.1% | -1% | 1% | -2% | 3% | 1% | -3%
COc1ccc(S(=O)(=O)CC(=O)c2cc3cccc(C)c3oc2=O)cc1 | i | -11 | ? | -28% | 5% | -43% | nt | 8% | ?
O=C(COC(=O)c1ccccc1)NCC1CCCO1 (stereo unspecified) | i | 19 | 0.2% | 11% | 3% | -1% | 8% | -5% | -2%
O=C(CSc1cc(Cl)ccc1Cl)NCC1CCCO1 (stereo unspecified) | i | -7 | -0.1% | 14% | -26% | -5% | -8% | -22% | 3%
Cc1nn(C)c(Cl)c1CN1CCC(CO)(CC2CCCCO2)CC1 (stereo unspecified) | i | 14 | -0.5% | -3% | -17% | -10% | -16% | 8% | 0%
NC(COCc1ccccc1)c1csc(Nc2cc(NCCCO)ncn2)n1 (stereo unspecified) | i | -29 | 2.8% | -5% | nt | -4% | 16% | nt | nt
Cc1cc(NC(=S)N(CCCN2CCN(C)CC2)Cc2ccco2)ccc1Cl | i | -23 | 5.2% | -1% | -3% | -21% | -14% | -5% | 4%
CCc1ccccc1-n1ncc(C(=O)Nc2ccc(OC)cc2)c1C | i | -65* | -0.1% | -2% | ? | -2% | 59%[activator] | -1% | 16%
CCOc1ccc(C(=O)Nc2ncccc2Cl)cc1 | i | -15 | 3.9% | 3% | 12% | 13% | nt | 2% | -8%
CC(OC(=O)c1nsc(Cl)c1Cl)C(=O)NCc1cccs1 (stereo unspecified) | ? | -5 | 0.1% | -6% | 12% | 4% | -3% | -9% | 2%
COC(=O)C1=C(COc2ccc(F)cc2)NC(=O)NC1c1ccc(C)cc1C (stereo unspecified) | i | 3 | -0.3% | -13% | ? | -16% | -11% | 0%[1.84 µM] | 4%
COc1ccc(OC)c(-n2c(C)cc(/C=C3\C(=N)N4N=C(CC(=O)N5CCOCC5)SC4=NC3=O)c2C)c1 | i | 25 | 5.1% | 13% | -13% | -10% | 11% | ? | ?
CCOC(=O)C1(Cc2ccccc2)CCN(Cc2ccc(COC)o2)CC1 | i | -10 | 0.5% | -8% | ? | -4% | -15% | -1% | -1%
COc1cc(OC)c(CN2CCCN(C)CC2)cc1Br | i | -18 | -0.8% | 13% | 0% | 0% | -11% | -8% | ?
COc1cccc(C2=CC(c3cc(Br)ccc3F)n3nnnc3N2)c1 (stereo unspecified) | i | nt | 22% | 21% | nt | -15% | -14% | -3% | nt
CC(=O)c1ccc(N2CCN(c3ccc(S(=O)(=O)N4CCN(C)CC4)cn3)CC2)cc1 | i | 35 | 1.7% | -1% | 6% | 4% | -5% | -5% | 2%

Some entries already given, limited to Nrf2 block and Nrf2 activator.
| SMILES | Nrf2 block | Nrf2 activator |
| --- | --- | --- |
| COc1ccc(OC)c(-n2c(C)cc(/C=C3\C(=N)N4N=C(CC(=O)N5CCOCC5)SC4=NC3=O)c2C)c1 | -13% | 5.1% |
| CCOC(=O)C1(Cc2ccccc2)CCN(Cc2ccc(COC)o2)CC1 | ? | 0.5% |
| COc1cc(OC)c(CN2CCCN(C)CC2)cc1Br | 0% | -0.8% |
